Screens deposited in PubChem by ICCB-Longwood Screening Facility, Harvard Medical School.
Polio RdRp inh – inhibitors of poliovirus RNA polymerase binding and polymerization; P03300; poliovirus polymerase elongation, fluorescence polarization; hits give low values; % elongation, % (compound at 16.7 µg/mL); hit rate 0.66% among 150,000; AID 588519; in the data active means % elongation below about 90%; further: some results filed as inactive read as strong as hits
Target sequence (P03300 1749-2209 limits assumed): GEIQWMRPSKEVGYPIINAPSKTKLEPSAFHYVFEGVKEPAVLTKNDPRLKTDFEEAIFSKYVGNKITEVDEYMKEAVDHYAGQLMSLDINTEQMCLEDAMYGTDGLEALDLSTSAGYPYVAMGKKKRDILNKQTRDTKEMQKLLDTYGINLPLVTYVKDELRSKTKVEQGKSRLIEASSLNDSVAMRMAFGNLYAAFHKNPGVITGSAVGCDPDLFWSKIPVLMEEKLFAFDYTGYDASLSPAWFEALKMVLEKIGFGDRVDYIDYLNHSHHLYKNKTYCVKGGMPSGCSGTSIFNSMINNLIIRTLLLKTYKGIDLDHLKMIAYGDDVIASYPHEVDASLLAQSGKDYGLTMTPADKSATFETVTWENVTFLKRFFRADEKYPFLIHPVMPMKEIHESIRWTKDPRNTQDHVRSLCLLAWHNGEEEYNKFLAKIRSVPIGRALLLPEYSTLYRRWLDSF
Polio RdRp inh FP z-score – recorded beside Polio RdRp inh, whose call it bears; z-score; measured here: FP z-score; hits read low
* = called active by the depositor. Some of the compounds tested; count on the stated rates, not on these rows.

SMILES	Polio RdRp inh	Polio RdRp inh FP z-score
Cc1cc(C)c2c(n1)sc1c(=O)n(C(C)(C)C)nnc12	102	0.4
CCc1nc2ccccc2n1Cc1ccccc1	102	0
Cc1ccc2occ(CC(=O)N(Cc3ccccc3Cl)C3CCS(=O)(=O)C3)c2c1 (configuration not stated)	-14*	-9.3*
CC(=O)c1cccc(NC(=O)CN(c2cc(C)cc(C)c2)S(=O)(=O)c2c(C)noc2C)c1	106	0.3
CC1(C)CC(NC(=O)Cc2ccccc2)CC(C)(C)N1	102	0.3
Cc1ccc(S(=O)(=O)Cc2ccc(C(=O)N3CCC(C(N)=O)CC3)o2)cc1	98	-0.8
CC(C)OC(=O)Cn1cc(C#N)c2ccccc21	106	0.2
COc1ccc(-c2cccc(NC(=O)c3ccccc3)c2)nn1	103	0.1
CCc1cc(C(=O)O)c(NC(=O)c2cccc(C)c2)s1	103	0.3
CN1CCCN(C(=O)c2ccccc2Br)CC1	104	0.8
COC(=O)c1ccc(-n2nnnc2SCCCC(=O)c2ccc(F)cc2)cc1	106	1
CC1CN(C(=O)C2CCCCC2)C(C)CN1C(=O)C1CCCCC1 (configuration not stated)	101	-0.1
O=C(CSCc1ccccc1Cl)N/N=C/c1ccc(O)cc1O	102	0.2
CCCNC(=O)c1ccccc1NS(=O)(=O)Cc1ccccc1	102	-0.1
O=C(O)C1CCCCC1C(=O)N1CCN(S(=O)(=O)c2cccs2)CC1 (configuration not stated)	101	-0.3
COC(=O)C1C(c2ccccc2)C(C(=O)O)C1c1ccccc1 (configuration not stated)	99	-0.2
COc1cccc(CNC(=O)C2CCCN(S(=O)(=O)c3cn(C)cn3)C2)c1 (configuration not stated)	109	0.6
Cc1ccc2oc(=O)n(Cc3ccccc3Cl)c2c1	99	-1.4
CCO/C=C1/C(=O)N(c2ccc(OC)cc2)C(=O)c2ccccc21	82*	-1.5*
O=C(CCCn1ncn2c(cc3occc32)c1=O)NCCc1ccccc1	106	1.6
C=CCN1C(=O)/C(=C2\SC(=S)N(CC(=O)O)C2=O)c2cc(Br)ccc21	102	0.2
O=C(O)CC1C=C(Cl)S(=O)(=O)C1 (configuration not stated)	102	-0.4
CCc1ccc(CNC(=O)c2cnc3sc(N4CCCC4)nn3c2=O)cc1	111	0.5
COC(=O)c1ccc(C2Nc3cccc4cccc(c34)N2)cc1	100	-0.1
COC(=O)c1ccc(OC)nc1	94	-1.6
COc1ccc(OCc2nn3c(C(F)(F)F)nnc3s2)cc1	100	-0.9
Cc1cccc(Cn2c(=O)n(Cc3ccc4c(c3)OCO4)c(=O)c3oc4ccccc4c32)c1	105	-0.5
Cc1ccc(Cn2c(C(=O)NCc3ccccc3)cc3sccc32)cc1	105	1.7
CSc1ncccc1C(=O)OCC(=O)Nc1ccccc1C(=O)NC1CC1	104	0.1
COc1ccc(C(CNC(=O)c2ccc3c(c2)SC2=NS(=O)(=O)CCN23)N2CCOCC2)cc1 (configuration not stated)	112	0.5
CNC(=O)CSc1ncnc2sc3c(c12)CCCC3	100	-0.8
N#CSc1c(Cl)nc2sccn12	85*	-5.5*
CCOC(=O)c1ccc(-c2ccc(/C=C(\C#N)C(=O)Nc3ccc(OCC)cc3)o2)cc1	103	0
N#CCOC(=O)c1ccc(-n2cnnn2)cc1	105	0.4
Cc1ccccc1-c1nnc(CC23CC4CC(CC(C4)C2)C3)o1	100	-0.3
CC(C)CCSc1nc(-c2cccs2)ccc1C#N	97	-0.5
O=C(O)CSCC(=O)N1CCN(S(=O)(=O)c2cc(Cl)cc(Cl)c2)CC1	102	-0.2
COC(=O)c1ccc2c(=O)nc3c(-c4ccccc4)n[nH]n3c2c1	100	-0.9
O=C1c2nccnc2C(=O)N1c1ccccc1	107	0.3
CCOc1nc2ccccc2c(=O)n1CCO	96	-0.7
Cc1ccc(Cn2nnc3c(=O)n(Cc4cc(C)ccc4C)cnc32)cc1	100	-0.3
Cc1ccc(C(c2cccc(Br)c2)c2c(C)[nH]c3ccccc23)s1 (configuration not stated)	108	0.5
COC(CN(C)C(=O)c1ccc(CNS(=O)(=O)c2ccc(C)cc2)cc1)OC	99	-0.5
CCOC(=O)c1cc(-c2ccccc2)n(CC(=O)Nc2nc3ccc(Cl)cc3s2)c1C	100	-0.7
CCC(C)N(Cc1cn(CC)c2ccccc12)C(=O)Nc1ccc(Cl)c(Cl)c1 (configuration not stated)	105	1.5
CCN1C(=O)/C(=C2/C(=O)N3c4c(cc(OC(=O)c5cccs5)cc42)C(C)=CC3(C)C)SC1=S	101	-0.4
COc1cccc(NC(=O)c2ccc(Cl)cc2)c1	102	0.1
NCCc1csc2c1CCCC2	103	0.3
Cc1ccc(OCCOC(=O)c2nc3nccc(C)n3n2)cc1	106	0.4
CCCCN1CN(CCCN2CCCCC2)Cn2c1nc1ccccc12	100	-0.3
COc1ccc(CC(=O)Nc2ccccc2)cc1	101	0
Cc1occc1-c1nnc(SCC(=O)c2ccc(OC(F)F)cc2OC(F)F)n1C	105	0.1
CN1C/C(=C\c2ccc3c(c2)OCO3)C(=O)/C(=C/c2ccc3c(c2)OCO3)C1	120	1.6
CC(=O)Nc1cccc(NC(=O)CSc2cn(CC(=O)N3CCCCCC3)c3ccccc23)c1	110	-0.5
O=C1CSc2ccc(C(=O)NCCSCc3ccco3)cc2N1	101	-0.2
Cc1ccc(C(=O)N2CCOCC2)cc1C	101	0
O=C(C1COc2ccccc2O1)N1CCN(c2ccccc2)CC1 (configuration not stated)	99	-0.2
CCOc1ccc(N2CC(c3nc4ccccc4n3Cc3cccc(Cl)c3)CC2=O)cc1 (configuration not stated)	105	-0.4
CCOc1ccc(CNC(=O)c2ccc3c(c2)c(C)c(C)n3Cc2ccccc2)cc1OC	114	1.7
CC(=O)OC12CC3C4CC(O1)C1C4CC3C12 (configuration not stated)	103	0.2

(continued)
SMILES	Polio RdRp inh	Polio RdRp inh FP z-score
CCCCCNC(=O)c1ccc2c(c1)ncn2-c1cccc(C)c1	98	-2
O=C1C=CC(=O)N1c1ccccc1	102	0.1
OC1CN=C2C=CC=CN2C1 (configuration not stated)	103	0.5
Cc1ccc(NS(=O)(=O)c2c(C(=O)N3CCC(C)CC3)c(C)n(C)c2C)cc1Cl	112	1.2
CCc1ccc(NC(=O)C2CCC(CNS(=O)(=O)c3ccc4c(c3)CC(C)N4C(C)=O)CC2)cc1 (configuration not stated)	112	-0.4
CCOC(=O)c1cccc(Nc2c3c(nc4ccccc24)CCC3)c1	104	0
O=C(c1cc2c(s1)CCC2)N(CCO)Cc1ccccc1	98	-1.3
O=C(Nc1ccc(N2CCOCC2)cc1)c1n[nH]c(=O)c2ccccc12	99	-0.4
O=C(NCCN1CCOCC1)c1cc(NS(=O)(=O)c2cccs2)cc(NS(=O)(=O)c2cccs2)c1	102	-0.1
Cc1nc2sccn2c1C(=S)NC(=O)c1ccccc1F	95	-0.9
CN(c1ccccc1)S(=O)(=O)c1ccc(N2CCCCS2(=O)=O)cc1	99	-0.7
COc1ccc(CNc2nc(-c3ccco3)nn2C(=O)c2ccccc2C)cc1	105	-0.5
CN(Cc1ccccc1)C1(O)C(=O)Nc2c(C(F)(F)F)cccc21 (configuration not stated)	105	1.3
COc1ccc(-c2n[nH]c3c2C(c2ccc(O)cc2)N(c2ccc(Br)cc2)C3=O)cc1 (configuration not stated)	108	0.2
O=C(Cn1ccc(=O)[nH]c1=O)Oc1ccc(Br)cc1Cl	99	-0.1
Oc1c(Br)cc(Br)cc1-c1nc2ccccc2s1	102	-0.2
CC(=O)c1cccc(NS(=O)(=O)c2ccc3[nH]c4c(c3c2)CCCCC4)c1	113	1.1
COc1cccc(N2CCN(C(=O)CCc3c(C)nc4c(c3C)c(=O)n(C)c(=O)n4C)CC2)c1	111	1
CCOC(=O)/C(=N\Nc1cccc(C(F)(F)F)c1)N1CCCC1	102	0.1
Brc1ccc2[nH]cc(CNCCN3CCOCC3)c2c1	104	0.2
CCCN(CCC)CCNC(=O)c1cc(-c2ccc(Br)s2)nc2ccccc12	108	0.5
CNC(=O)NC(=O)C(Sc1nnc(-c2ccco2)n1Cc1ccccc1)c1ccccc1 (configuration not stated)	105	0.4
O=C(COC(=O)Cc1ccsc1)Nc1ccccc1	100	-0.6
O=C(CSc1nc2ccccc2o1)C12CC3CC(CC(C3)C1)C2	99	-0.5
C/C(=C\C#N)n1nc(C)cc1N	102	0.4
COc1ccc(-n2nc(C(=O)N(C)c3cc(C)ccc3C)c3c4ccccc4n(C)c3c2=O)cc1Cl	103	0
CCn1c(C)nc2cc(O)ccc21	103	0.3
CC(C)NC(=O)C(Sc1ccccc1)c1ccccc1 (configuration not stated)	98	-1.3
COCCNC(=O)CN1CCC(NC(=O)Nc2ccc(C(F)(F)F)cc2)CC1	99	-0.6
O=C(CC(=O)Nc1ccccn1)Nc1ccc2nc3n(c(=O)c2c1)CCCCC3	101	-1.2
C=CCN(CC=C)C(=O)c1ccccc1F	104	0.7
CN(C)S(=O)(=O)c1ccc(C(=O)Oc2cc(Cl)c[nH]c2=O)cc1	92	-2
CCOC(=O)C1CCCN(C(=O)c2ccc3c(c2)N(Cc2ccccc2)C(=O)c2ccccc2S3=O)C1 (configuration not stated)	107	0.3
CC(C)C(=O)N=C1SC2CS(=O)(=O)CC2N1c1ccccc1 (configuration not stated)	102	0
CCCn1c(CCC(=O)Nc2cc(Cl)c(OC)cc2OC)nc2cccnc21	111	0.7
C[N+]1(c2cccc(C(F)(F)F)c2)CCC(N)=N1 (configuration not stated)	104	0.1
CC(=O)Nc1ccc(N2COc3ccc(NC(C)=O)cc3C2)cc1	102	0
Fc1ccc(-c2cc(-c3nc(-c4cccc(Cl)c4)no3)[nH]n2)cc1	99	-1.7
COc1ccc2cc(COC(=O)c3c(OC)cccc3OC)c(Cl)nc2c1	101	-0.1
O=C(O)CCNc1cc(C(=O)O)ccc1C(=O)O	98	-0.5
CC1(C)CC(=O)c2sc3nc(-c4ccc(Cl)cc4)cn3c2C1	105	0.9
Cc1oc2ncn(CC(C)C)c(=O)c2c1C(=O)NCCCN(Cc1ccccc1)C(C)C	99	-1.1
CNC(=S)N/N=C/c1ccc(C(=O)OC)cc1	103	0.2
COCCn1cnc2c1c(=O)n(CC(=O)c1cc(C)n(-c3ccccc3)c1C)c(=O)n2CC(C)C	96	-0.8
CC(C)(C)OC(=O)N1CCN(c2ccc(NS(=O)(=O)c3ccc(Cl)cc3)cn2)CC1	104	-0.1
CC(=O)NC1Sc2ccccc2N=C1c1ccccc1 (configuration not stated)	104	0.5
O=C(O)C1CC1(C(=O)O)C(F)(F)F (configuration not stated)	102	0
Cc1nc2scc(C)n2c(=O)c1S(=O)(=O)Nc1ccc(N2CCN(C(=O)C(C)C)CC2)cc1	106	0.4
CCC(Nc1ccc(Br)cc1)C(=O)N/N=C/c1ccco1 (configuration not stated)	104	0.7
COc1ccc(NC(=O)c2sc3nc4c(cc3c2N)CCCCCC4)cc1	111	0
COC(=O)c1ccc([C@@H]2Nc3c(C)cc(C)cc3[C@@H]3C=CC[C@@H]32)cc1	105	-0.1
COc1cc(OC)cc(C(=O)Nc2ccc3oc(-c4cccc5c(Br)cccc45)nc3c2)c1	104	0.2
Clc1ccc(CSc2ccc(-c3cccs3)nn2)cc1	109	0.4
COC(=O)c1sccc1S(=O)(=O)N(CC(=O)Nc1ccccc1F)c1ccccc1	100	-1.6
O=c1oc2c3ccccc3c3oc(=O)sc3c2s1	97	-1
COc1ccc(S(=O)(=O)N(CC(=O)NC(C)c2ccccc2)c2ccc(C)cc2)cc1OC (configuration not stated)	104	0.2
COc1cc(C=C(C#N)C#N)cc2c1OCO2	98	-0.2
O=C(c1cccs1)N1N=C2c3ccccc3CCC2C1c1ccccc1Cl (configuration not stated)	110	1
